Compound activity as filed in PubChem BioAssay.
Mtb RmlCD inh: blocks M. tuberculosis RmlC and RmlD coupled enzymes; P9WH09+P9WH11; 0.03% of 160,000 active; RmlC+RmlD coupled enzyme assay, percent inhibition; primary screen in compound mixtures; inhibition, % at 3.6 µM; in the data active = inhibition mostly above about 34%, no sharp cut-off; inconclusive = no clear call, values can overlap the other calls; inactive = mostly below about 22%; note: some results filed as inactive read as strong as hits
Target sequence (P9WH09 whole entry, looked up): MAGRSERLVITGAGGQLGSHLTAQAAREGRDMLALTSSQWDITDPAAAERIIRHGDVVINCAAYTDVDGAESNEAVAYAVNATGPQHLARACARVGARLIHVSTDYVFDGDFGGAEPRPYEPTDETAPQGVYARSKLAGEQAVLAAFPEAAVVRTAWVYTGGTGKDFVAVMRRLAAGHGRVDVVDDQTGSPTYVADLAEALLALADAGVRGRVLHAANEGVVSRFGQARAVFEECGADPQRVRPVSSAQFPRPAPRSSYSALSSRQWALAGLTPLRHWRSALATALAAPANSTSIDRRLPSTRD
Target sequence (P9WH11 whole entry, looked up): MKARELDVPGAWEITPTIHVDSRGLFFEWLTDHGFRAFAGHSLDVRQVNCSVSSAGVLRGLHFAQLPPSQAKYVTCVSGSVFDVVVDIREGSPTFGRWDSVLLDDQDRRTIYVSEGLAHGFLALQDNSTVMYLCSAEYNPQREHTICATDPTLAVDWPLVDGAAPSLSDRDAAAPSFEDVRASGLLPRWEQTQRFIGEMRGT
M. tuberculosis GlmU: inhibition of mycobacterial GlmU enzyme – biochemical, glucosamine-1-phosphate acetyltransferase (AID 1376); M. tuberculosis GlmU acetyltransferase enzyme assay; higher % means a stronger effect; inhibition, %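 (tested at 30 µM in the primary screen)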; hits with a dose series show IC50 in µM; 0.25% of 220,000 active; in the data active = inhibition above about 13%; inconclusive = no clear call, values can overlap the other calls;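 note: 0% = complete reaction with vehicle and 100% = reaction without substrate; strong numbers were not always called active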
The depositor's hits bear a star; ? = inconclusive; · = no result given.

structure	Mtb RmlCD inh	M. tuberculosis GlmU
CCCCc1nc(NCC2CCCO2)c(C#N)c2c1COC(C)(C)C2 (stereo not given)	3	-2.2%
CCOC(=O)c1cnc(-c2ccc(C(F)(F)F)cn2)[nH]c1=O	-10	4.7%
COc1cc2c(cc1OC)-c1cc(Nc3ccccc3)nc(=O)n1CC2	-13	1.1%
Cc1ccc(-c2noc(CCC(=O)Nc3ccc4c(c3)OCO4)n2)cc1	-11	-2.4%
COc1ccccc1N(CC(=O)NCC1CCCO1)C(=O)CNS(=O)(=O)c1ccc(Cl)cc1 (stereo not given)	9	6.7%
CCOc1cc(-c2ccc(N)c(OCC)c2)ccc1N	-15	-2.1%
O=C(CCc1nnc(CCCCc2ccccc2)o1)NC(c1cccnc1)C(F)(F)F (stereo not given)	10	0.7%
Cc1ccccc1CC1(CO)CCCN(C(=O)c2ccc3ncccc3c2)C1 (stereo not given)	-22	1.1%
O=C1NC(=O)[C@]2(Cc3ccccc3N3CCN(c4ccccc4)CC32)C(=O)N1Cc1ccccc1 (stereo not given in full)	7	2.7%
Cc1cc(NC(=O)CSc2nccn2C)no1	5	-4.7%
Cc1cc2oc3cc(NCCC4CCCN4C)ccc3c(=O)c2cc1C (stereo not given)	·	-5.4%
CCn1c(SCC(=O)O)nnc1-c1ccccc1OC	3	3.4%
C[C@H](CCC(=O)O)[C@H]1CC[C@H]2[C@@H]3CC[C@@H]4C[C@H](O)CC[C@]4(C)[C@H]3C[C@H](O)[C@]12C	·	3.2%
Cc1cc(/C=C2/C(=O)NC(=O)N(Cc3ccco3)C2=O)c(C)n1-c1ccccc1	94	-2.6%
O=C(Cn1nnc(-c2cccs2)n1)OC1CCCCC1	-1	4.1%
CCn1c2ccccc2c2cc(NC(=O)c3ccccc3-c3ccccc3C(=O)O)ccc21	1	4.2%
Cc1cc(NC(=O)CSc2nc3c(c(=O)n2-c2ccc(Cl)cc2)SCC3)no1	·	5.2%
NNC(=O)CN1C(c2ccc(Cl)cc2)=Nc2ccc(Br)cc2C1c1ccccc1 (stereo not given)	2	-5.4%
O=C(CCN1CCN(CCO)CC1)Nc1ccc(F)c(F)c1	-3	-8.8%
O=C(O)C(=O)/C(=C\c1ccc(Cl)cc1)c1ccc2ccccc2n1	5	-3.9%
C/C(N)=C(/C#N)C(=O)COC(=O)CC1CCCC1	·	-3.4%
Cc1c(CCOC(=O)c2cc([N+](=O)[O-])cc([N+](=O)[O-])c2)sc[n+]1CCCCS(=O)(=O)[O-]	-3	-1.3%
CCc1cccc(C)c1NC(=O)CN(C)Cc1ccc(Br)cc1	-5	-3.4%
Cc1cc(=O)oc2cc(N3C(=O)CC(Cc4ccccc4)C3=O)ccc12 (stereo not given)	-5	-6.1%
O=C(CCN1C(=O)C2C3C=CC(C3)C2C1=O)Nc1ccccc1 (stereo not given)	13	1.4%
CCN(C(=O)COC(=O)c1ccc(Cl)cc1N)C1CCCCC1	-8	1.3%
COc1ccc(Br)cc1C(=O)Nc1cc(C)cc(C)c1	-17	-1.9%
Cc1ccccc1/C=C1\CCCc2ccccc2C1=O	·	-6.5%
O=C(Nc1ccc(SC(F)F)cc1)c1ccccc1F	3	-7.9%
CCOC(=O)c1sc(-c2ccccc2)nc1C	6	-4.5%
C/C(=N/NC(=O)c1cccs1)c1ccc(N2CCOCC2)cc1	-13	6.0%
C=C(C)Cn1c(SCC(=O)O)nnc1-c1ccccc1	·	3.1%
Cc1nn(-c2ccccc2)c2sc(C(=O)OCc3nnc(-c4ccccc4)o3)cc12	·	24%
CCOC(=O)CN(C(=O)Cn1nnc2ccccc21)C(C(=O)NCCOC)c1ccccc1 (stereo not given)	18	0.2%
O=C(Cn1nc(-c2ccccc2)ccc1=O)N1CCOCC1	·	0.8%
CCOc1cc(CNCCSc2nnnn2C)cc(Br)c1OCc1ccccc1F	7	-5.6%
COc1c2ccc(C(=O)NCc3cc(C(F)(F)F)cc(C(F)(F)F)c3)cc2nn1C	·	-1.1%
COC(=O)c1[nH]c2ccc(C)cc2c1NC(=O)c1ccccc1[N+](=O)[O-]	-9	0.0%
COCCn1nnnc1C(C(C)C)N1CCC(Cc2ccccc2)CC1 (stereo not given)	-4	-1.8%
CC(C)CCNC(=O)Cc1c(C(=O)O)[nH]c2ccc(Cl)cc12	-6	-4.0%
CCCc1cc(NCc2ccccn2)n2c(nc3ccccc32)c1C#N	7	1.6%
Cc1cc(NS(=O)(=O)c2ccc(NC(=O)Nc3ccccc3)cc2)no1	5	3.2%
COc1cc2c(cc1OC)-c1cc(N3CCCCCC3)nc(=O)n1CC2	6	-1.1%
O=C(O)c1ccc(CSc2n[nH]c(-c3ccco3)n2)cc1	4	6.9%
CCSc1nc2sc3c(c2c2nnc(SCC(=O)NCc4ccco4)n12)CCCC3	·	0.2%
Clc1ccc(CSc2nnc(-c3ccncc3)o2)c(Cl)c1	·	-3.1%
COc1cccc(Nc2ncnc3ccccc23)c1	4	2.8%
O=C1[C@@H]2[C@@H]3C[C@@H]([C@H]4ON=C(c5ccc(Cl)cc5)[C@@H]34)[C@@H]2C(=O)N1C1CCCCC1	11	-3.6%
Cc1cnc2ncc3sccc3c2c1	·	2.2%
CS(=O)(=O)N1CCC(C(=O)Nc2cc(Cl)ccc2Cl)CC1	4	-7.2%

7 records drawn at random from those above, as already listed:
structure	Mtb RmlCD inh	M. tuberculosis GlmU
COc1cc2c(cc1OC)-c1cc(N3CCCCCC3)nc(=O)n1CC2	6	-1.1%
Cc1cnc2ncc3sccc3c2c1	·	2.2%
O=C(O)c1ccc(CSc2n[nH]c(-c3ccco3)n2)cc1	4	6.9%
O=C1[C@@H]2[C@@H]3C[C@@H]([C@H]4ON=C(c5ccc(Cl)cc5)[C@@H]34)[C@@H]2C(=O)N1C1CCCCC1	11	-3.6%
CCCc1cc(NCc2ccccn2)n2c(nc3ccccc32)c1C#N	7	1.6%
COc1cccc(Nc2ncnc3ccccc23)c1	4	2.8%
CS(=O)(=O)N1CCC(C(=O)Nc2cc(Cl)ccc2Cl)CC1	4	-7.2%

The results go on:
structure	Mtb RmlCD inh	M. tuberculosis GlmU
Nc1cccc(-n2cccc2)c1	5	-1.9%
Cc1cc(=O)[nH]c2c1c(C)nn2C1CCOC(C)(C)C1 (stereo not given)	·	1.0%
Cc1c(Cl)c(C(=O)NC2CCCC2)nn1C	·	-3.4%
COc1cc(/C=N/NC(=O)c2cccs2)ccc1O	·	4.4%
Cc1ccc(O)c(N=Nc2ccc(S(=O)(=O)N3CCCC3)cc2)c1	15	1.4%
Cn1nc(C(=O)OCC(=O)Nc2ccc(S(N)(=O)=O)cc2)c2ccccc2c1=O	-12	8.7%
Cc1cc(C(=O)N/N=C/c2cc([N+](=O)[O-])ccc2O)c2ccccc2n1	·	7.7%
CCOc1ccc(-c2noc(-c3ccncc3)n2)cc1OCC	-4	5.5%
COc1cc(C(c2nnnn2C(C)(C)C)N2CCN(C)CC2)cc(OC)c1OC (stereo not given)	·	8.5%
CC(C)OC(=O)CSc1nnc(-c2ccccn2)n1N	·	5.0%
C=CCn1c(O)c(N=NC(=O)CNC(=O)c2cccs2)c2ccccc21	-10	7.6%
CC(C)(C)c1ccc(C(=O)Nc2cccc([N+](=O)[O-])c2)cc1	-9	-1.1%
COc1cccc(/C=C2\CCc3ccccc3C2=O)c1	·	-5.5%
O=C(NC1CCCC1)c1ccc(S(=O)(=O)N2CCCC2)cc1	-2	-1.0%
O=C(CSC1CCCCC1)N1CCN(c2ccccc2)CC1	-7	3.1%
O=C(C1CCC(Cn2c(=S)[nH]c3ccccc3c2=O)CC1)N1CCN(c2ccccc2)CC1 (stereo not given)	·	-2.4%
CCC(C)(C)n1nnnc1C(c1cccnc1)N1CCCC(C)C1 (stereo not given)	3	1.2%
CCNC(=S)N1CCC(n2cnc3ccccc32)CC1	·	2.0%
Cn1c(=O)c(C=Nc2ccccc2)c(O)c2ccccc21	3	-4.2%
CN(C)c1ccc(/C=C/C#N)cc1	-6	4.1%
CCCc1[nH]nc2c1C(c1ccc(OC(=O)c3ccco3)cc1)C(C#N)=C(N)O2 (stereo not given)	·	5.3%
CCn1cc(CN2CCN(Cc3ccc(OC)c(C)c3C)C(CCO)C2)c(C)n1 (stereo not given)	-8	1.3%
Cc1ccc(-n2cnnn2)cc1Cl	2	7.7%
N/C(Cc1ccc([N+](=O)[O-])cc1)=N\OC(=O)COc1ccccc1Cl	2	7.2%
CCOc1ccc(OCC(=O)Nc2ccc(OC)cc2)cc1	·	2.9%
COc1ccc(OC)c(NC(=O)COC(=O)Cc2ccc(-c3ccccc3)cc2)c1	7	0.9%
C=CCN(CC=C)C(=O)COC(=O)c1ccc(Sc2ncn[nH]2)c([N+](=O)[O-])c1	6	-0.6%
COc1ccc(C2C(C(=O)NCc3ccccc3)=C(C)Nc3ncnn32)cc1OC (stereo not given)	-10	-3.5%
Cc1cccc(N2CCN(S(=O)(=O)c3cccc4nonc34)CC2C)c1 (stereo not given)	1	-1.4%
Cc1ccccc1-n1c(=O)c2ccccc2n2cnnc12	·	-2.4%
CCN(CC)C(=O)c1[nH]cnc1C(=O)N[C@@H](CCCCNC(=O)OC(C)(C)C)C(=O)OC(C)(C)C	·	1.1%
CCN(CC)CCNC(=O)c1cc2c(=O)n(C)c3ccccc3c2n1C	?	-0.5%
CCOc1ccc(/C=N/NC(=O)Cc2csc(Nc3cccc(C(F)(F)F)c3)n2)c(OCC)c1	-1	0.7%
CCn1nnc(NC(=O)c2sc3ccccc3c2Cl)n1	·	-4.1%
O=[N+]([O-])c1ccc(OC(F)F)c(/C=N/n2cnnc2)c1	1	·
Cc1[nH][nH]c(=O)c1C=Nc1ccc(C(F)(F)F)cc1	8	-3.2%
Cc1cc(=O)oc2cc(OCC(=O)OCC(=O)Nc3ccc4ccccc4c3)ccc12	·	3.1%
Cc1ccc(C(=O)Cn2nnc(-c3ccccc3)n2)cc1	-6	4.4%
OC1CCCCC1N1CCC(c2ccccc2)CC1 (stereo not given)	·	3.4%
O=C(COc1ccc(/C=N/NC(=O)c2ccccc2)cc1)Nc1ccc([N+](=O)[O-])cc1	16	1.1%

Entries shown so far that have a furan ring, fused or not, in the order listed:
structure	Mtb RmlCD inh	M. tuberculosis GlmU
Cc1cc(/C=C2/C(=O)NC(=O)N(Cc3ccco3)C2=O)c(C)n1-c1ccccc1	94	-2.6%
O=C(O)c1ccc(CSc2n[nH]c(-c3ccco3)n2)cc1	4	6.9%
CCSc1nc2sc3c(c2c2nnc(SCC(=O)NCc4ccco4)n12)CCCC3	·	0.2%
CCCc1[nH]nc2c1C(c1ccc(OC(=O)c3ccco3)cc1)C(C#N)=C(N)O2 (stereo not given)	·	5.3%

Going on with the list.
structure	Mtb RmlCD inh	M. tuberculosis GlmU
COc1ccc(-c2c3c(=O)n(C)c(=O)n(C)c3cn2NC(C)=O)cc1	57	-5.2%
COc1ccc(OCC(=O)N(C)Cc2ccccc2)cc1	31	2.9%
Nc1nc(-c2cccs2)c(CC(=O)O)s1	?	3.8%
COc1ccc2nc(SCC(=O)N3CCCCC3)c(C#N)cc2c1	4	-1.0%
O=C(CN1CCOCC1)Nc1ccc2c(c1)OCCO2	-14	-8.2%
CC1=NN(c2ccc(C)cc2)C(=O)/C1=C\C=C\c1ccccc1	6	0.2%
CN(C)S(=O)(=O)c1cc(NC2CC(=O)N(c3ccc(F)cc3)C2=O)ccc1Cl (stereo not given)	-7	1.4%
COCCN1C(=O)C(=O)/C(=C(/O)c2ccc(S(=O)(=O)N3CCOCC3)cc2)C1c1cccc(Cl)c1 (stereo not given)	13	-4.0%
Nc1cc(=O)[nH]c(SCC(=O)Nc2ccccc2Sc2ccccc2)n1	-10	-4.3%
O/N=C/c1cc(Cl)ccc1OCc1ccccc1Cl	·	1.3%
CCCCNC(=O)COC(=O)c1ccc(C)c(NC(=O)c2ccco2)c1	-9	1.8%
CC(Nc1ccc2c(c1)OCCO2)C(=O)N1CCc2ccccc21 (stereo not given)	9	-0.4%
CNc1nccc(-c2ccc(F)cc2)c1C#N	1	-1.9%
O=C(Nc1cccc(Cl)c1)c1ccc2c(=O)n3c(nc2c1)CCCCC3	17	·
NC(=O)c1nnn(-c2nonc2N)c1-c1ccc([N+](=O)[O-])cc1	-11	7.7%
Cc1ccccc1NC(=S)NCc1cccn1C	-9	1.6%
c1cnc2ccc(C(c3nnnn3C3CCCC3)N3CCN(c4nc5ccccc5s4)CC3)cc2c1 (stereo not given)	?	2.6%
OC12CCCCC1C(c1ccc3c(c1)OCO3)N(Cc1cccc(F)c1)CC2 (stereo not given)	4	-0.7%
COc1ccc(C=O)cc1O	·	0.8%
COc1cccc(OCCNS(=O)(=O)c2cccc([N+](=O)[O-])c2)c1	-12	4.2%
CN1CCN(C(=S)Nc2ccc(Cl)c(Cl)c2)CC1	5	-1.8%
COc1ccccc1-c1cc2nc(C)c(CCC(=O)NCc3ccco3)c(C)n2n1	-1	6.7%
O=c1cc(-c2ccccc2)c2cc(Cl)c(O)c(CN3CCOCC3)c2o1	18	2.7%
O=C(CSc1nnnn1CCCO)Nc1ccc2c(c1)OCO2	9	-0.5%
O=C(CSc1ccc(Cl)cc1Cl)N1CCC(c2nc3ccccc3s2)CC1	4	-2.7%

The list is partial; count on the stated rates, not on these rows.
